# FLuc inh counter = firefly luciferase enzyme inhibitors, primary screen, artefact control for luciferase-based inhibitor screens, biochemical, luminescence, ATPLite; AID 1006, 2008; 200,000 compounds, 1.5% hits; Luciferin 4-monooxygenase (Photinus pyralis), P08659; inhibition, % at 10 µM; 10 min;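 active means inhibition above about 50% when tested at 10 µM, limit read from the data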
# TNAP act hiacc = TNAP activators at high phosphate acceptor level, primary screen, biochemical, luminescence, uHTS; 200,000 tested, under 10 active; purified TNAP, CDP-star luminescence, 1 M DEA, 30 min; active compounds read high; 0 = EDTA background, 1 = DMSO-only activity; Alkaline phosphatase, tissue-nonspecific isozyme (Homo sapiens), P05186; AID 1136, 2008; activation factor at 20 µM;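 active means activation factor at least 2 at 20 µM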
# Target sequence (P05186 whole entry, looked up): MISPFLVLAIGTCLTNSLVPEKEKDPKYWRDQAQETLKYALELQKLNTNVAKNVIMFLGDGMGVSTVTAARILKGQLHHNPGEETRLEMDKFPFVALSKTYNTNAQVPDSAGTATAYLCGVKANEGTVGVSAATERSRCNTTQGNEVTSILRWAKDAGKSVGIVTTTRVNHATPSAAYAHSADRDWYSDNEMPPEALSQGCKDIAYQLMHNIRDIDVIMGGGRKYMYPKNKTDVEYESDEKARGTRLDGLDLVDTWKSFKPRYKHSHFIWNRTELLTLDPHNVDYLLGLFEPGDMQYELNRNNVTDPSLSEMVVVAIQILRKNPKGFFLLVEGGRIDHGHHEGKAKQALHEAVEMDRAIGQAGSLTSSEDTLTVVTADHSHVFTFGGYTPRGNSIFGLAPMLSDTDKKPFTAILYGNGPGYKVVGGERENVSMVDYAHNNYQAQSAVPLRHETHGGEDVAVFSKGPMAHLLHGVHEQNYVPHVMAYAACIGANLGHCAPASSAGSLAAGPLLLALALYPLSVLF
#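 Dosing: 20 µM single point. System: human TNAP. Amount: TNAP 1/800 final. Incubation: 30 min, room temperature. Read-out: TNAP activation factor scaled between EDTA and DMSO control wells. Signal: luminescence from CDP-star hydrolysis. Medium: 1 M DEA, pH 9.8, Mg2+, Zn2+. Control set: EDTA negative control, DMSO positive control.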
# TNAP inh hi DEA = human TNAP enzyme inhibitors, primary screen, biochemical, luminescent, high phosphate acceptor level, uHTS; inhibition, % at 20 µM; purified TNAP, CDP-star luminescence, 1 M DEA; 200,000 compounds, 0.03% hits;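 active means over 50% inhibition of tissue-nonspecific alkaline phosphatase at 20 µM in the single-dose screen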;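 further: plate controls were DMSO wells for no effect and EDTA-quenched wells as full inhibition for full effect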
# PMI act = activators of human PMI, primary screen, biochemical, fluorescence intensity, near-Km mannose 6-phosphate; purified human PMI, coupled resazurin fluorescence, 20 min; active compounds read high; 1 = vehicle control, 0 substrate-free wells; activation factor at 20 µM; 190,000 compounds, 0.005% hits; AID 1214, 2008;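 active means activation factor of 2 or more at 20 µM, relative to plate controls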
# Target sequence (P34949 whole entry, looked up): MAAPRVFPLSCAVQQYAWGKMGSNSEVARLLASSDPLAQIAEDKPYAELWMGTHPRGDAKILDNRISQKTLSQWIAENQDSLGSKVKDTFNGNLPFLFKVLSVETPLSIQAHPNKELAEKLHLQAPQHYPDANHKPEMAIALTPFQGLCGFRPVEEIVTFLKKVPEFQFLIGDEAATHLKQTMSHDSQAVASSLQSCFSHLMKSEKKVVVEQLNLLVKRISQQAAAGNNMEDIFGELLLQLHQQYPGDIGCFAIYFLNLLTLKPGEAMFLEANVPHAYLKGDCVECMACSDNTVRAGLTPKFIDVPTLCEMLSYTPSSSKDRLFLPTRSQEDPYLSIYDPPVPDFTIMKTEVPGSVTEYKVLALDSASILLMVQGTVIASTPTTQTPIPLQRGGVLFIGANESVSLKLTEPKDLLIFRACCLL
# PMI act satM6P = human PMI activators, high substrate, primary screen, biochemical, fluorescence intensity, near-saturating mannose 6-phosphate. 190,000 compounds, 0.34% hits. coupled PMI enzyme assay, resazurin fluorescence, 20 min; active compounds read high; 1 = untreated enzyme, 0 = substrate-free blank. activation factor at 20 µM. AID 1216, 2008;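 active means activation factor of 2 or more at 20 µM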
#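 Test system: human phosphomannose isomerase with PGI, G6PDH, diaphorase coupling enzymes; amount: 15 ng/mL PMI; incubation: enzyme reaction with compound 20 min at room temperature; technique: resorufin fluorescence (Ex 544/Em 590 nm) from resazurin via diaphorase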
# APP 5'UTR act = activators of APP 5'UTR luciferase reporter, primary screen, SH-SY5Y cells; activation, % at 2 µM; AID 1276, 2008; SH-SY5Y APP 5'UTR luciferase reporter, luminescence; zero percent = DMSO vehicle wells; 190,000 compounds, 1% hits;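 active means activation above a set limit, based on mean plus 3 SD of controls, cut at about 140% in these data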; further: values of inactives mirror those of a sister screen read the other way
# NF-kB neuron act = activators of NF-kB expression in neurons, primary screen, cell-based, HTS; human neuronal cells, NF-kB reporter expression; active compounds read high; fold change at 12.5 µM; 190,000 compounds, 1.6% hits; in the data active means fold change above about 3.3
# FLuc act counter = FLuc activators, initial screening, artefact control for FLuc-dependent activation tests, biochemical, ATPlite luminescence. Luciferin 4-monooxygenase (Photinus pyralis), P08659. ATPlite luciferase biochemical, 10 min; 0 = ATP-free wells, 1 = DMSO control. activation factor at 10 µM. 200,000 tested, under 10 active. AID 1027, 2008;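 active means luciferase activation factor, scaled between plate controls, of at least 2 with compound at 10 µM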
#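 Assay system: Luciferase/luciferin reagent mix; Medium: PBS as buffer for the ATP substrate; Dosing: test compounds dosed from 2 mM stocks in 100% DMSO; Times: 10 min, room temperature; Signal: luminescence from luciferase reaction; Read-out: luciferase activation; Controls: No-ATP low control, compound-free enzyme-plus-ATP high control.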
# TNAP inh noacc = human TNAP enzyme inhibitors, primary screen, biochemical, luminescent, no phosphate acceptor, uHTS; Alkaline phosphatase, tissue-nonspecific isozyme (Homo sapiens), P05186; purified TNAP, CDP-star luminescence, 30 min; inhibition, % at 20 µM; 200,000 compounds, 0.26% hits; AID 1012, 2008;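 active means tissue-nonspecific alkaline phosphatase inhibition above about 50% at 20 µM in the single-dose screen, limit read from the data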;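 further: 0% = DMSO negative control and 100% = EDTA positive control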
# bIAP act = bovine intestinal alkaline phosphatase activators, primary screen, biochemical, bovine IAP, CDP-star luminescence; alkaline phosphatase, intestinal [Bos taurus]; AID 1016, 2008; activation factor at 20 µM; purified bovine IAP, 30 min; active compounds read high; fold of DMSO-control signal, blank-subtracted; 200,000 compounds, 0.17% hits;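 active means activation factor of 2 or more at 20 µM, a signal rise over negative controls twice the positive control's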
# * hit, by the source's call; . = no result given; & = joins results of further samples.
SMILES,FLuc inh counter,TNAP act hiacc,TNAP inh hi DEA,PMI act,PMI act satM6P,APP 5'UTR act,NF-kB neuron act,FLuc act counter,TNAP inh noacc,bIAP act
CCC1(C)CC(C(CC(=O)O)c2ccc(C)cc2)CCO1 (configuration not stated),-8,1.1,-6,1.1,1.1,-7,1.2,1.1,-11,1.1
COc1ccccc1CN(Cc1cc2cc(C)ccc2[nH]c1=O)Cc1nnnn1CC1CCCO1 (configuration not stated),-1,1,-4,0.9,1,38,1.1,1,-4,1.3
Cc1onc(-c2c(F)cccc2Cl)c1C(=O)NCCCN1CCOCC1,-4,1,-1,0.9,0.9,-16,1,1,-7,1
C=CCc1ccccc1OCCNCCCOC,-9,1,-1,1.1,1.1,2,1.4,1.1,-21,0.9
CN(C)/C=C1\N=C(c2cccs2)OC1=O,-6,1.1,-5,1.1,1.1,-15,1.1,1.1,2,1
CSc1ccc(/C=N/NC(=O)CN2CCN(Cc3ccc(C)cc3)CC2)cc1,-4,1.1,-6,1,1,6,1.3,1,-16,0.9
Cn1c(SCC(=O)c2ccccc2)nnc1-c1ccco1,7,1,1,1,1,38,2.3,0.9,-4,0.9
CCOC(=O)c1sc(N)c(C(=O)OCC)c1COC(=O)C1CC(=O)N(Cc2ccco2)C1 (configuration not stated),-7,1.1,-6,0.9,1,-2,0.85,1.1,-14,1
COc1cccc(/C=N/NC(=O)C(=O)N/N=C/c2cccc(OC)c2OC)c1OC,-8,1,-4,1,1.1,4,1.1,1.1,-13,1.1
CC1CCN(S(=O)(=O)c2cccc(-c3csc(-c4cccnc4)n3)c2)CC1,-4,1,-1,1,1.1,-4,0.87,1,-6,0.9
COc1ccc(C(=O)C2CCN(C(=S)NCC3CCCO3)CC2)cc1 (configuration not stated),-3,1,0,1,0.9,-5,1.1,1,-7,0.9
Cc1ccc(S(=O)(=O)NCc2ccc(C(=O)N3CCN(Cc4ccccc4)CC3)cc2)cc1,-6,1,-4,0.9,0.9,12,0.77,1.1,-7,1
CCOC(=O)N1CCN(S(=O)(=O)c2ccc(C)cc2)C1c1ccc(OC)cc1 (configuration not stated),2,1,-2,0.9,1,11,1.1,1,-12,1.2
COc1ccc(-c2cc(C(=O)Nc3c(C)nn(Cc4ccccc4Cl)c3C)no2)cc1,-8,1.1,-5,1.1,1,-17,1.2,1.1,-12,0.9
Cc1cc(C(=O)COc2ncnc3sccc23)c(C)n1C,3,1,0,0.8,0.9,33,2.4,1,-7,1
Cc1ccc(CNC(=O)CCn2nc(-c3ccc(Cl)cc3)ccc2=O)cc1,-2,1,2,1,0.9,-4,0.96,1,-3,1
O=c1c2cc(Cl)ccc2nc(-c2ccc([N+](=O)[O-])cc2)n1O,6,1,-4,1.3,1.4,15,1.4,0.9,-8,1
COCCSc1nnc(NC(=O)C2CCCO2)s1 (configuration not stated),-4,1,-4,1.1,1,5,1.2,1,6,1
Cc1c(N2C(=O)/C(=C/c3ccccc3)SC2=S)c(=O)n(-c2ccccc2)n1C,-3,1,0,0.9,0.9,2,1.1,1,16,1.2
CN(C)CCN(Cc1ccccc1)c1ccccn1,-8&-1,1&1.1,-3&-7,1.2&0.9,1.2&0.9,3,1.1,1.1&1,-13&-9,0.9&1.1
Cc1ccc(-c2nnc(CSc3nnc(COc4ccccc4)n3-c3ccc(C)cc3)o2)cc1,-1,1,-5,0.8,0.8,15,0.7,1,-4,1.1
Cc1ccc(C)c(NC(=O)c2ccc3ccccc3n2)c1,56*,1.1,-8,1,1,70,8.5*,0.4,-11,0.9
Cc1ccc(CSc2nc3c(cc2C#N)CCC3)cc1,-5,1,-4,1,1,-20,1.2,1.1,-9,0.9
Cc1ccc(-n2ncc(C(=O)NCc3ccc4c(c3)OCO4)c2NC(=O)c2ccco2)cc1C,-16,1,-2,0.9,0.9,-8,1,1.2,-10,1
COC(=O)CSc1nnc(-c2ccc(S(=O)(=O)NCc3ccccc3Cl)cc2)o1,-9,1,-2,1.1,1.1,-4,0.9,1.1,-5,0.9
Cn1c(=O)n(/N=C/c2ccccc2)c2ccccc21,2,1.1,-5,1,0.9,6,1.6,1,-20,0.9
O=C(CN1CCN(c2ccccc2)CC1)Nc1nccs1,-9,1.1,-5,0.9,1,-4,1.1,1.1,-12,0.9
CCn1c(SCC(=O)NC2CCCC2)nnc1-c1c[nH]c2ccccc12,-9,1.1,-7,1,1,0,0.99,1.1,-2,0.8
CC(C)(C)NC(=O)/C(=C\c1ccccc1F)NC(=O)c1ccc([N+](=O)[O-])cc1,-4,1,-4,1,0.9,-5,1,1,-7,0.9
Cn1c(=O)n(C)c2cc(S(=O)(=O)NCCOCCO)ccc21,-10,1.1,-8,1.1,1.1,-3,1.1,1.1,-16,0.9
Cc1ccc(/C=C2\SC(=S)N(CCC(=O)NNS(=O)(=O)c3ccc(C)cc3)C2=O)cc1,2,0.9,7,0.9,1,19,1.2,1,-3,0.9
CCOC(=O)C1CCCN(C(=S)Nc2ccc(F)cc2)C1 (configuration not stated),-5,1.1,-6,1,1.1,11,1.1,1.1,-17,1
CC(NC(=O)/C(C#N)=C1\N=C(NC(=O)c2cccs2)c2ccccc21)c1ccccc1 (configuration not stated),-1,0.9,7,0.9,0.8,-2,0.75,1,13,1
COc1ccc(NC(=O)CSc2ncnc3c2cnn3Cc2ccccc2)cc1OC,-5,1,-4,1,1,-13,1.7,1,-10,0.9
COc1ccc(NC(=O)CN2CCC(C)CC2)cc1,-3,1,0,0.8,0.9,-2,1.7,1,-7,0.9
O=C(c1cc2ncc(Br)cn2n1)N1CCOCC1,-1,1.1,-5,1.1,1.1,-7,1.1,1,-6,1

# An excerpt from above, reduced to NF-kB neuron act, PMI act and PMI act satM6P.
molecule,NF-kB neuron act,PMI act,PMI act satM6P
Cn1c(=O)n(/N=C/c2ccccc2)c2ccccc21,1.6,1,0.9
O=C(CN1CCN(c2ccccc2)CC1)Nc1nccs1,1.1,0.9,1

# The results go on.
SMILES,FLuc inh counter,TNAP act hiacc,TNAP inh hi DEA,PMI act,PMI act satM6P,APP 5'UTR act,NF-kB neuron act,FLuc act counter,TNAP inh noacc,bIAP act
COc1ccc(-n2c(C)c([N+](=O)[O-])c3ccc(O)c(CN4CCCCC4)c32)cc1,0,1,0,0.9,1,-3,0.66,1,-11,0.9
CCN(CC)S(=O)(=O)c1ccc(NC(=O)CSc2nnc(-c3ccc(F)cc3)o2)cc1,-6,1.1,-5,1,1,16,0.97,1.1,-22,0.9
O=C1c2cccnc2C(=O)N1CNc1ccc(Cl)cc1,2,1,-3,0.9,0.9,5,1.1,1,-11,1.1
CCN1N=C(c2cc(Cl)sc2Cl)CSC1=O,-6,1,-3,1,1,-7,1.2,1.1,-7,1
CC1(C)CC(=O)c2cc(O)ccc2O1,-2,1,4,0.9,0.9,10,1,1,1,0.9
Cc1ccc(C(=O)Oc2cc(N)n(S(=O)(=O)c3ccc(C)cc3)n2)cc1,-6,1,-4,0.9,0.9,-5,1,1.1,-14,1.1
COc1ccc(NCC(=O)N/N=C(\C)c2cc3ccccc3o2)cc1,39,1,-5,1,0.8,15,1.1,0.6,3,1.1
O=C(CN1C(=O)CC(c2ccccc2)S(=O)(=O)c2ccccc21)NC1CCCC1 (configuration not stated),-4,1.1,-6,1.1,1,1,1.1,1,-12,0.9
CCCCCCn1c(COc2ccccc2F)nnc1SCC(=O)c1c(N)n(C)c(=O)n(C)c1=O,-6,1.1,-12,1.1,1.2,0,0.94,1.1,-3,1
COC(=O)C1=C(C(=O)OC)C2(OC1c1ccccc1C)C(=O)c1ccccc1C2=O (configuration not stated),-5,1,4,1.4,1.7,2,1,1.1,0,0.7
Cc1nc2cc(Nc3nnc(-c4ccccc4)c4ccccc34)ccc2n1C,92*,1,-5,1,0.9,59,1.9,0.1,-6,1.1
C/C(=N\S(=O)(=O)c1ccc(C)cc1)N1CCN(S(=O)(=O)c2ccccc2)C1,3,1,-2,1,1,8,0.94,1,-5,0.9
Cc1cc(C(=O)NNC(=S)NCC(C)C)no1,-8,1,-4,1.1,1,24,1.1,1.1,-27,1.4
COCCCNC(=O)Cn1cc(C(=O)C2CC2)c2ccccc21,-1,1.1,-7,1.2,1.1,3,1.4,1,-17,0.9
O=C(Nc1ccc(CN2CCOCC2)cc1)c1cccc(F)c1,28,1,-2,0.9,1,76,2.1,0.7,-7,0.9
O=C(NNC(=O)c1ccccc1-c1ccccc1C(=O)O)c1cccc([N+](=O)[O-])c1,-2,1,3,1,1,-12,1.2,1,-8,0.8
NC(=O)C1CCN(C(=O)c2ccc(-c3ccccc3)cc2)CC1,-6,1.1,-6,1,1,5,1.1,1.1,-10,0.9
Cc1ccccc1-c1noc(N)c1C#N,-8,1,-4,1,1,-4,1.6,1.1,-3,1
O=C(NCc1ccco1)c1ccc(N2CCCCC2)c([N+](=O)[O-])c1,2,1,5,0.9,0.8,-7,1.5,1,2,1
Cc1cccc(NC(=O)N2CCC(NC(=O)c3ccco3)CC2)c1,-2,1.1,-6,.,.,-6,0.91,1,-6,1.1
O=C(CN1C(=O)NC2(CCCC2)C1=O)NCC1CCCO1 (configuration not stated),-4,1,1,0.9,0.7,6,1.1,1,-18,1
CCCCNc1nc(-c2ccccc2)nc(-n2ccnc2)n1,-6,1.1,-5,1.1,1,6,0.92,1.1,-6,0.9
CCN1CCN(C(=S)Nc2ccc3nc(N4CCN(CC)CC4)cc(C)c3c2)CC1,-7,1,-3,0.9,0.9,2,1.3,1.1,-14,1
O=C(c1ccccc1)C1C(=O)c2ccccc2C1=O,-3,1,-3,1.2,1.3,-8,1,1,-9,0.8
CC(C)C(=O)N1CCN(c2ccc(NC(=O)c3ccc([N+](=O)[O-])o3)cc2)CC1,1,1,2,1.3,1.1,-57,0.32,1,2,0.8

# Assay outcomes as filed in PubChem BioAssay.
